Compound activity deposited in PubChem BioAssay by several laboratories.
NF-kB expr up: NF-kB expression increase, human neuronal cells | NF-kB reporter expression; active compounds read high | fold change at 12.5 µM | 190,000 compounds, 1.6% hits | AID 1239; in the data active = fold change above about 3.3
G6PDH CS: L. mesenteroides G6PDH inhibition counter-screen | Purified L. mesenteroides G6PDH, diaphorase/resazurin coupled fluorescence, 45 min | inhibition, % at 5 µM | 200,000 compounds, 0.12% hits; in the data active = inhibition above about 50%
Diaph act CS: diaphorase activation or chemical reduction counter-screen; activation factor at 20 µM; 190,000 compounds, 0.005% hits; Diaphorase/resazurin coupled assay, resorufin fluorescence, 16 min; active compounds read high; 1 = vehicle wells, 0 = NADH-free wells; AID 1229;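 active = diaphorase activity raised at least twofold by the compound at 20 µM; inactive = activation factor below 2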
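Test system: Clostridium kluyveri diaphorase, purified enzyme. Buffer or medium: 50 mM HEPES pH 7.4 buffer plus MgCl2 and Tween 20. Also added: 0.114 mM NADH and 0.1 mM resazurin, final amounts. Dosing: compound 20 µM once, DMSO 1%. Schedule: 16 min enzyme reaction, ambient temperature. Detection: fluorescence of resorufin, 544 nm excitation, 590 nm emission.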
FLuc inh counter: inhibits firefly luciferase, flagging false hits in luciferase inhibition screens. 200,000 compounds, 1.5% hits. AID 1006. ATPLite firefly luciferase biochemical luminescence, 10 min. inhibition, % at 10 µM;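 active = inhibition above about 50% when tested at 10 µM, limit read from the data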
STAT1 act: STAT1 signaling activation; AID 932; 200,000 compounds, 2.6% hits; activation (% of control), % at 5.5 µM; NIH 3T3 STAT1-luciferase reporter, IFN-gamma, luminescence; 100% = IFN-gamma alone, no compound;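 active = activation above the screen-wide mean activation plus 3 SD, cut at about 130% in these data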;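 also: raw ratio to IFN-gamma control signal so 100% means no change and 0% no light; values of inactives mirror those of a sister screen read the other way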
FLuc stim CS: firefly luciferase counter-screen for stimulation assays; P08659; ATPlite luciferase biochemical, luminescence, 10 min; 0 = ATP-free wells, 1 = DMSO control; activation factor at 10 µM; 200,000 tested, under 10 active; AID 1027;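 active = luciferase activation factor, scaled between plate controls, of at least 2 with compound at 10 µM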
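System: Luciferase/luciferin detection reagent, cell-free biochemical luciferase assay | Medium: PBS buffer for ATP | Dosing: Test compounds dosed from 2 mM stocks in 100% DMSO | Timing: 10 min at ambient temperature | Signal: Luminescence measurement of luciferase light output | Evaluation: Luciferase activation, seen as luminescence increase over controls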
APP 5'UTR act: APP 5'UTR luciferase reporter activation. 190,000 compounds, 1% hits. activation, % at 2 µM. SH-SY5Y APP 5'UTR luciferase reporter, luminescence; zero percent = DMSO vehicle wells;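 active = activation above a set limit, based on mean plus 3 SD of controls, cut at about 140% in these data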; also: values of inactives mirror those of a sister screen read the other way
Diaph inh CS: diaphorase inhibition or chemical oxidation counter-screen | inhibition, % at 20 µM | diaphorase resazurin-to-resorufin fluorescence, NADH, 16 min; bacterial (C. kluyveri) enzyme, not human | 190,000 compounds, 0.69% hits;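 active = primary screen inhibition at 20 µM above a set limit, cut at about 50% in these data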;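 also: plate controls were DMSO with full reaction for no effect and wells lacking NADH for full effect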
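Assay system: diaphorase enzyme from Clostridium kluyveri; Input: enzyme working solution with 0.14 U/mL diaphorase; Timing: 16 min at room temperature; Technique: resorufin fluorescence, excitation 544 nm, emission 590 nm; Benchmarks: positive control minus NADH, DMSO neutral control.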
APP transl inh: APP translation inhibition; SH-SY5Y APP 5'UTR-luciferase reporter, luminescence; inhibition, % at 2 µM; 190,000 compounds, 0.82% hits;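 active = inhibition above a set limit, derived from the sample mean plus 3 SD, cut at about 45% in these data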; also: values of inactives mirror those of a sister screen read the other way
TLR4 MyD88 comp: blocks binding of human TLR4 to MyD88; HeLa CL3-4 TLR4/MyD88 BLA complementation, FRET ratio; inhibition, % at 8.4 µM; 200,000 compounds, 0.18% hits; O00206+Q99836; in the data active = inhibition above about 25%;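 also: 0% = vehicle and 100% = reference inhibitor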
Target sequence (O00206 whole entry, looked up): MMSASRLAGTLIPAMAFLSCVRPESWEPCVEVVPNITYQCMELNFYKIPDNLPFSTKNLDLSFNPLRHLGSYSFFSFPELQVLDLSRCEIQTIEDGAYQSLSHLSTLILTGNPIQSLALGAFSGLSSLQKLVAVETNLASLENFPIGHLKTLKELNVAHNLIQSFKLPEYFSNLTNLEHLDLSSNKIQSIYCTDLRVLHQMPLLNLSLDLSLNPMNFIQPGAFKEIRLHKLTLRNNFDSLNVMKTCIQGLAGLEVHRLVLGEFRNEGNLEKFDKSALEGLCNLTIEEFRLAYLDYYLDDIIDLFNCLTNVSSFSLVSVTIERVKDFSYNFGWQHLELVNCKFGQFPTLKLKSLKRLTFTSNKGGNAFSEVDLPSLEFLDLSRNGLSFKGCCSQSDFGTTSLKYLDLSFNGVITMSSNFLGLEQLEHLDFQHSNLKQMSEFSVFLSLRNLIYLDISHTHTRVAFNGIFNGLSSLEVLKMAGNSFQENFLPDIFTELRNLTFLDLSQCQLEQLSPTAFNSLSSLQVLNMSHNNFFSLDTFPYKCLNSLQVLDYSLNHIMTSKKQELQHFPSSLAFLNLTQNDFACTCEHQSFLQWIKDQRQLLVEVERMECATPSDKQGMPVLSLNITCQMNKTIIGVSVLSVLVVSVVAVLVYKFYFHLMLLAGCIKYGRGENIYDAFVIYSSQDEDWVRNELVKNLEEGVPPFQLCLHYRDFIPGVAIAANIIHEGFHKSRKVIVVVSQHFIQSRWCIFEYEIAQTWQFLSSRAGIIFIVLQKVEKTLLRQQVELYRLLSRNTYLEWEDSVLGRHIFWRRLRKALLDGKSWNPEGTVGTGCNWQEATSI
Target sequence (Q99836 whole entry, looked up): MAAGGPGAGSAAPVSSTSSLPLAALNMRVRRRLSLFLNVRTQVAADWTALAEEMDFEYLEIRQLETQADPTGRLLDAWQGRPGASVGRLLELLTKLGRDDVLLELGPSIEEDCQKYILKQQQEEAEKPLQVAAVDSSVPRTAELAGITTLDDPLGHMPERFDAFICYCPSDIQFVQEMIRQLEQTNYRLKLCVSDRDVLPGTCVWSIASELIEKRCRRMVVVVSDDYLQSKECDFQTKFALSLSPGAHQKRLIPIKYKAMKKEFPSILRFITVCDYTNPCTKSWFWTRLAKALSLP
* marks the source's active call; other numbers are inactive results; / = not tested or not shown.

A first look, 6 compounds:
SMILES	NF-kB expr up	G6PDH CS	Diaph act CS	FLuc inh counter	STAT1 act	FLuc stim CS	APP 5'UTR act	Diaph inh CS	APP transl inh	TLR4 MyD88 comp
CCCCC(=O)Nc1cccc(NC(=O)c2ccccc2Br)c1	1.1	-14	0.9	-2	97	1	-3	12	3	-10
O=C(CSCc1ccc(Cl)cc1)Nc1ccccc1C(=O)N1CCOCC1	1	-4	0.9	-2	95	1	-6	8	6	5
Cc1ccc(CSCCNC(=O)CN(c2cccc([N+](=O)[O-])c2)S(C)(=O)=O)cc1	1	17	0.7	-7	95	1.1	7	30	-7	0
O=C(C(Cc1ccccc1)n1cccc1)N1CCN(Cc2ccccc2)CC1 (stereo not drawn)	1	4	0.9	-4	93	1	-7	11	7	-10
Cc1ccc(C)c(C(=O)NCCN(C)C)c1	1	-1	0.9	-5	101	1	4	8	-4	-5
CC(C)OC(=O)C1C2C=CC3(CN(Cc4cccs4)C(=O)C13)O2 (stereo not drawn)	1.1	8	0.9	-4	96	1	13	6	-13	3

The list itself, from the first entry:
SMILES	NF-kB expr up	G6PDH CS	Diaph act CS	FLuc inh counter	STAT1 act	FLuc stim CS	APP 5'UTR act	Diaph inh CS	APP transl inh	TLR4 MyD88 comp
CCCCC(=O)Nc1cccc(NC(=O)c2ccccc2Br)c1	1.1	-14	0.9	-2	97	1	-3	12	3	-10
O=C(CSCc1ccc(Cl)cc1)Nc1ccccc1C(=O)N1CCOCC1	1	-4	0.9	-2	95	1	-6	8	6	5
Cc1ccc(CSCCNC(=O)CN(c2cccc([N+](=O)[O-])c2)S(C)(=O)=O)cc1	1	17	0.7	-7	95	1.1	7	30	-7	0
O=C(C(Cc1ccccc1)n1cccc1)N1CCN(Cc2ccccc2)CC1 (stereo not drawn)	1	4	0.9	-4	93	1	-7	11	7	-10
Cc1ccc(C)c(C(=O)NCCN(C)C)c1	1	-1	0.9	-5	101	1	4	8	-4	-5
CC(C)OC(=O)C1C2C=CC3(CN(Cc4cccs4)C(=O)C13)O2 (stereo not drawn)	1.1	8	0.9	-4	96	1	13	6	-13	3
O=C(NCCCCNC(=O)c1ccco1)c1ccco1	1.1	-5	0.9	-2	109	1	2	9	-2	9
C=CCNC(=S)Nc1sc2c(c1C(=O)OCC)CCN(C(=O)OCC)C2	1.1	-3	1	-3	101	1	9	5	-9	2
O=C(Cn1cnc2ccccc21)OCC(=O)N1CCCc2ccccc21	1.1	2	0.9	-4	100	1	30	9	-30	3
CS(=O)(=O)N(CC(=O)N1CCN(c2ccc(F)cc2)CC1)c1cccc(Cl)c1	1	2	1	-4	103	1	-13	-2	13	-11
O=C(CCn1nc(-c2ccc(Cl)cc2)ccc1=O)N1CCN(c2ccccn2)CC1	0.75	-52	0.8	-6	99	1.1	7	23	-7	-2
COc1ccc2c(c1)SC1=NCCS(=O)(=O)N12	1.1	3	0.9	-5	103	1	12	15	-12	-7
CC1(C)CC(=O)c2sc(NC(=O)C(C)(C)C)nc2C1	1.6	9	1.2	12	120	0.9	29	-16	-29	-10
CC(NC(=O)CSc1nc2sc3c(c2c(=O)n1-c1ccccc1)CCCC3)c1ccccc1 (stereo not drawn)	0.9	-5	1	-9	94	1.1	-5	2	5	0
CCC1(C(=O)OC)NC(c2ccccc2OC)C2C(=O)N(C)C(=O)C21 (stereo not drawn)	0.91	-4	0.9	-2	99	1	16	6	-16	-1
O=C(CCN1CCOCC1)NCC1COc2ccccc2O1 (stereo not drawn)	1.1	4	0.9	-3	93	1	14	6	-14	7
O=C(NCCCN1CCOCC1)c1ccco1	1.1	1	0.9	-8	105	1.1	11	10	-11	-5
CCCCCNc1nc(N2CCCC2)c2c(c1C#N)CCN(C)C2	0.58	10	0.9	-8	93	1.1	10	10	-10	4
Cc1cccc2nc(CNc3ccc(F)cc3)cn12	1.3	5	0.8	1	112	1	-19	15	19	-3
CC(C)CC(C(=O)NC1CCCCC1)N(Cc1cccs1)C(=O)c1snc(C(N)=O)c1N (stereo not drawn)	0.5	4	0.8	-3	94	1	-14	16	14	6
Nc1nc(-c2ccc3ccccc3c2)c(C2(O)C(=O)Nc3c(Br)cc(F)cc32)s1 (stereo not drawn)	1.4	3	1	-6	101	1.1	2	0	-2	8
CCc1cc(=O)oc2c(C)c(OS(C)(=O)=O)ccc12	/	/	/	/	106	/	11	/	-11	11
COC(=O)C(C)NC(=O)C1CCCN1S(=O)(=O)c1cc(C)c(Cl)cc1C (stereo not drawn)	1.2	4	0.9	-9	103	1.1	-9	12	9	-13
COCCCNC(=S)NNC(=O)c1ccccc1Br	0.98	8	0.8	-7	104	1.1	-2	18	2	11
CCCN(CCC)CCCNC(=S)Nc1ccc2nc(N3CCN(CC)CC3)cc(C)c2c1	0.71	-5	1.3	-7	101	1.1	-10	-34	10	19
C=CCn1c(CNC(=O)c2ccccc2F)nnc1SCC(=O)NC(C)c1ccccc1 (stereo not drawn)	0.94	7	0.9	-4	101	1	10	12	-10	3
COc1cc(C(=O)Sc2ccc(Cl)cc2)cc(OC)c1OC	0.8	3	0.9	-2	102	1	-3	15	3	-2
COc1cc(/C=C2/OC(=O)c3cc([N+](=O)[O-])ccc32)cc(OC)c1OC	/	/	/	/	101	/	9	/	-9	3
COC(=O)COC(=O)c1ccccc1NC(=O)c1ccccc1	1.3	2	0.8	-5	102	1.1	1	17	-1	0
CC(C)CC(=O)NC(=S)Nc1ccccn1	1.4	7	1	-3	100	1	23	-4	-23	-5
Cc1nnc(SCCC#N)n(CCC#N)c1=O	1.1	2	1	-5	104	1	11	1	-11	2
c1csc(-c2csc3ncnc(NCCCN4CCOCC4)c23)c1	0.92	16	0.9	-7	86	1.1	-13	8	13	-2
CCOC(=O)Cn1nc(-c2ccccc2)c2ccccc2c1=O	1	4	0.8	-8	98	1.1	30	16	-30	1
C=CCOc1ccc(/C=N/NC(=O)C(C)Sc2ccccn2)cc1OCC (stereo not drawn)	0.85	0	1	-4	110	1	-18	0	18	-6
COCCNC(=S)Nc1ccc2nc(N3CCCC3)cc(C)c2c1	0.93	-3	1	-8	98	1.1	4	3	-4	-9
Cc1csc(NC(=O)CSc2nc3ccccc3s2)n1	1	-6	0.8	-4	97	1	11	25	-11	3
O=C(NCc1nnc(SCC(=O)N2CCCc3ccccc32)o1)c1ccco1	1.1	11	0.9	-9	102	1.1	-9	5	9	-5
O=C(CN(C(=O)CCC(=O)Nc1nccs1)c1ccc2c(c1)OCCO2)NCc1ccco1	0.95	10	0.8	-2	102	1	4	20	-4	1
CCN1C(=O)/C(=C/c2ccc(N3CCCC3)cc2)NC1=S	0.66	5	0.8	5	108	0.9	24	15	-24	-4
CCc1ccc(NC(=O)CSc2nc3ccsc3c(=O)n2CCCCCC(=O)O)cc1	1.1	1	0.9	-8	103	1.1	2	14	-2	8
Cc1cccc(C(=O)NCC2CCCO2)c1 (stereo not drawn)	1.3	1	1	-5	107	1.1	-34	1	34	10
CC(=O)c1c(OC(=O)c2ccccc2Br)ccc2c(C)cc(=O)oc12	0.88	20	0.8	1	96	1	-11	15	11	2
Cc1ccc(OCCC(=O)OCC(=O)N2c3ccccc3CC2C)cc1 (stereo not drawn)	1	-16	0.9	-5	96	1.1	-18	14	18	14
OCC1(CCc2ccccc2)CCN(Cc2ccccc2Cl)CC1	1.4	12	1.2	-7	105	1.1	3	-20	-3	8
O=C(/C=C/c1ccco1)NC(=S)Nc1cccc([N+](=O)[O-])c1	1	13	0.9	-3	105	1	13	8	-13	1
CCOc1ccc2nc(NC(=O)c3cccnc3)sc2c1	2.5	-1	0.9	60*	132*	0.4	111	7	-111	-10
Nn1c(Cc2cccc3ccccc23)nnc1SCn1nnc2ccccc2c1=O	0.91	-2	0.8	-6	93	1.1	11	15	-12	-11
COc1ccc(S(=O)(=O)N(C)CC(=O)NC2CC2)cc1	1.2	-3	0.9	-4	103	1	17	5	-17	-8
CCOc1ccccc1NC(=O)C1CCN(S(=O)(=O)c2c(C)noc2C)CC1	1.1	0	1	-2	96	1	-2	-1	2	-14
COc1ccc(CN2C(=O)CC(Cc3ccc(C)cc3)C2=O)cc1OC (stereo not drawn)	0.97	-5	0.8	-7	101	1.1	4	23	-4	5
NNC(=S)Nc1cc(S(=O)(=O)N2CCOCC2)ccc1N1CCOCC1	0.85	1	0.9	-1	93	1	4	6	-4	-11
Cc1ccc(-c2nc(NC(=O)CSc3nnnn3-c3ccccc3)ns2)cc1	1.9	2	0.9	-3	103	1	21	12	-21	-2
COc1cc(/C=N/N=C(N)N)ccc1OCc1ccccc1Cl	4.3*	7	1	0	90	1	13	0	-13	-10

Profiles from above.
Results for `COCCCNC(=S)NNC(=O)c1ccccc1Br` → NF-kB expr up: 0.98; G6PDH CS: 8; Diaph act CS: 0.8; FLuc inh counter: -7; STAT1 act: 104; FLuc stim CS: 1.1; APP 5'UTR act: -2; Diaph inh CS: 18; APP transl inh: 2; TLR4 MyD88 comp: 11
Results for `Cc1ccc(OCCC(=O)OCC(=O)N2c3ccccc3CC2C)cc1` (stereo not drawn) → NF-kB expr up: 1; G6PDH CS: -16; Diaph act CS: 0.9; FLuc inh counter: -5; STAT1 act: 96; FLuc stim CS: 1.1; APP 5'UTR act: -18; Diaph inh CS: 14; APP transl inh: 18; TLR4 MyD88 comp: 14
Results for `COc1cc(C(=O)Sc2ccc(Cl)cc2)cc(OC)c1OC` → NF-kB expr up: 0.8; G6PDH CS: 3; Diaph act CS: 0.9; FLuc inh counter: -2; STAT1 act: 102; FLuc stim CS: 1; APP 5'UTR act: -3; Diaph inh CS: 15; APP transl inh: 3; TLR4 MyD88 comp: -2

Arranged by value in APP 5'UTR act (ascending): some entries from above
Molecule | NF-kB expr up | STAT1 act | APP 5'UTR act | APP transl inh | TLR4 MyD88 comp
Cc1ccc(OCCC(=O)OCC(=O)N2c3ccccc3CC2C)cc1 (stereo not drawn) | 1 | 96 | -18 | 18 | 14
Cc1ccc(-c2nc(NC(=O)CSc3nnnn3-c3ccccc3)ns2)cc1 | 1.9 | 103 | 21 | -21 | -2
CCOc1ccc2nc(NC(=O)c3cccnc3)sc2c1 | 2.5 | 132* | 111 | -111 | -10

Random draw from the library, and some 5.6% of all compounds hit somewhere here.
